KLF5 inhibitor = KLF5 expression inhibitors, primary screen, DLD-1 cells, luminescence; hit rate 0.23% among 290,000; DLD-1 KLF5 promoter-luciferase reporter; inhibition, % at 5 µM; AID 1700, 2009;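 active = inhibition above a per-plate limit of that plate's mean compound inhibition plus 3 SD, cut at about 60% in these data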;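 also: 0% = DMSO wells and 100% = LY294002 at 200 µM; higher means less KLF5 promoter-driven luciferase light; inactives centre near -14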
aSyn UTR inh = MLPCN primary screen, SNCA 5' untranslated region | alpha-synuclein 5'UTR reporter, inhibitor activity | inhibition, % (tested at 7.5 µM) | hit rate 0.82% among 300,000 | AID 1813, 2009; in the data active = inhibition above about 60%; inconclusive = no clear call, values can overlap the other calls;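 also: H4 neuroglioblastoma cells stably carrying SNCA 5'UTR luciferase fusion; 0% = DMSO wells and 100% = positive control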
HIF activator = HIF pathway transcriptional activators, primary screen, cell-based, U2OS HRE-luciferase, luminescence | U2OS HRE-luciferase reporter; normalized: DMSO 0%, desferrioxamine 100% | activation, % at 7.5 µM (by protocol) | hit rate 0.32% among 300,000;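 active = mean activation of at least 10% of the iron chelator positive control signal, with at least half of replicates also reaching 10%; inconclusive = mean and replicate majority disagree about reaching 10%; inactive = mean and most replicates under 10%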
HSF1 inhib = HSF1 inhibitors in luciferase reporter cells, primary screen, cell-based, NIH3T3, luminescence. AID 2098, 2009. activity change, negative = inhibition, % at 7.5 µM (by protocol). NIH3T3-HGL HSE-luciferase, MG132-induced, luminescence 8 h; hits give low values. hit rate 0.77% among 300,000;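 active = more than half of replicate wells show activity change below -50%, luminescence cut by over half; inconclusive = some wells, but at most half, below -50%; inactive = no replicate well below -50%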;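 also: luciferase reports HSF-1 transcriptional activity via heat shock element; 0% = median of DMSO wells and -100% = zero luminescence signal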
Platelet DG rel = inhibitors of platelet dense granule secretion, primary screen, cell-based, MLPCN, human platelets. human platelet-rich plasma, SFLLRN dense granule ATP release, luminescence. inhibition, %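 (compounds screened at 7.5 µM in platelet-rich plasma)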. hit rate 0.22% among 300,000;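 active = mean replicate score, as percent of positive control, at or above 50; inconclusive = mean below 50 but at least one replicate at or above 50; inactive = mean and every replicate below 50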
HSF-1 act = HSF-1 activators, primary screen, NIH3T3-HGL cells, MG132 stress, luminescence, single point; NIH3T3-HGL HSF-1 luciferase reporter, 8 h; 100% = twice DMSO control signal; hit rate 1.7% among 300,000; activation, % at 9 µM;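 active = mean replicate activation of at least 50% with a set share of replicates each reaching 50%; inconclusive = only one of those two conditions met; inactive = mean below 50% and too few replicates reaching it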;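 also: 0% = median of the neutral control wells and 100% = twice that signal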
SKKanGAS inh = S. pyogenes SKKanGAS growth inhibitors in kanamycin, primary screen, streptokinase expression inhibitor project, SKKanGAS strain, BacTiter-Glo luminescence. 6 h. inhibition, % at 7.5 µM. hit rate 1.3% among 300,000. AID 1662, 2009;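 active = mean replicate score, as percent of positive control median, at least 50; inconclusive = mean below 50 but one replicate at or above 50; inactive = mean and every replicate below 50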;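 also: strain carries kanamycin resistance gene driven by streptokinase promoter and grows in 40 µg/ml kanamycin; loss of luminescence reflects streptokinase promoter inhibition or plain growth inhibition; 0% = median of DMSO wells and 100% = positive control at its reference dose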
HSP90 refold inh = HSP90 inhibitors, primary screen, cell lysate, luminescence | hit rate 0.91% among 290,000 | AID 1789, 2009 | inhibition, % at 5.6 µM | Rabbit reticulocyte lysate, luciferase refolding luminescence, 3 h | Heat shock protein HSP 90 (rabbit reticulocyte lysate; luciferase refolding);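 active = inhibition above the screen-wide mean plus 3 SD, computed separately per campaign, cut at about 16% in these data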;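 also: 0% = DMSO wells and 100% = 60 µM geldanamycin wells; inhibitors lower the luminescence because luciferase stays unfolded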
IEC-6 cytotox = cytotoxicity in IEC-6 intestinal epithelial cells, primary screen, cytotoxicity control for KLF5 inhibitor project, cell-based, luminescence. IEC-6 cytotoxicity, luminescence viability. inhibition, % at 5 µM. hit rate 0.78% among 290,000. AID 1825, 2009; in the data active = inhibition above about 22%;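 also: 0% = plate median of test compound wells and 100% = cytotoxic reference compound wells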
AI-2 QS mod = Vibrio harveyi AI-2 quorum sensing modulators, primary screen, JMH597 strain, luminescence/OD600 ratio; Vibrio harveyi JMH597 AI-2 luminescence/OD600 ratio, 9 h; hits give low values; strain lacks LuxN and CqsS sensors; 0 = neutral-control median; activity change, % at 7.5 µM; hit rate 0.4% among 300,000; in the data active = activity change below about -75%, passing the limit was not always enough; inconclusive = no clear call, values can overlap the other calls;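 also: luminescence divided by OD600 gain over 9 h not by final OD600 alone; inactives centre near 13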
* marks the source's active call; other numbers are inactive results; ? = inconclusive; / = not tested or not shown.

SMILES	KLF5 inhibitor	aSyn UTR inh	HIF activator	HSF1 inhib	Platelet DG rel	HSF-1 act	SKKanGAS inh	HSP90 refold inh	IEC-6 cytotox	AI-2 QS mod
O=C(CSc1nc2ccccc2c(=O)n1-c1ccccc1F)Nc1ccc2c(c1)CCC2	-1	21	-0.4	5	-8	46	-2	-5	0	11
CCC(c1nnnn1CCOC)N1CCN(Cc2ccccc2OC)CC1 (stereo unspecified)	4	-26	-0.3	1	-11	1	-9	1	-2	22
C=CCc1ccc(O)c(-c2ccc(O)c(CC=C)c2)c1	-31	-5	-0.3	13	-3	11	15	-2	5	34
O=C(Nc1ccccc1)C1=C[C@@H](c2ccc3c(c2)OCO3)C[C@@H](OCCCCO)O1	/	-112	6.6	-36	-1	-39	3	/	/	31
FC(F)(F)c1cc(NCc2cccs2)n2ncnc2n1	-12	3	0.0	-6	4	7	6	0	0	37
CCc1ccccc1NC(=O)CSc1ccsc1[N+](=O)[O-]	-8	-7	-0.6	-2	-13	-4	-13	-4	-9	16
Cc1nn(Cc2ccc(F)cc2Cl)c(C)c1[N+](=O)[O-]	-22	9	-1.3	-6	-3	-20	-2	-1	0	6
COc1ccc(-c2nnn(CC(=O)N(CC(=O)NC3CCCC3)c3ccccc3F)n2)cc1OC	25	6	0.0	-3	-1	-8	-4	-4	-6	16
O=C1c2cccc3c([N+](=O)[O-])ccc(c23)C(=O)N1c1ccccn1	-1	-38	5.3	-68*	0	-68	4	0	7	5
O=C(NCCCc1ccccc1)c1cc([N+](=O)[O-])ccc1Cl	-22	-38	0.4	17	-2	22	-8	-3	-4	45
COc1ccc(-c2nnc(SCC(=O)O)n2Cc2ccccc2)cc1	4	-12	0.2	2	3	22	-6	-3	-8	11
Cc1cc(C)cc(-n2cccc2/C=C2/C(=N)N3C(=NC2=O)SN=C3S(C)(=O)=O)c1	8	-9	-0.1	-10	-4	20	71*	5	3	12
C=CCNc1cnn(-c2ccc(C)cc2)c(=O)c1Cl	-118	-81	3.7	22	4	38	1	4	4	24
CC(C)CN(C(=O)CCC(=O)OCC(=O)c1ccc(F)c(F)c1)c1c(N)n(CC(C)C)c(=O)[nH]c1=O	-9	-21	0.2	0	-6	24	11	-2	2	14
CC1(C)Cc2cccc(OCC(N)=O)c2O1	-24	1	-0.6	-2	-16	3	-4	-4	-1	2
O=C(CSc1nc2c([nH]c3ccccc32)c(=O)n1-c1ccccc1)NCC1CCCO1 (stereo unspecified)	-21	23	0.2	-23	17	-19	4	-2	3	13
CCC(=O)OCC(=O)Nc1ccc([N+](=O)[O-])cc1OC	8	-1	-0.1	-10	1	-13	8	-2	-3	23
Cc1ccccc1-c1nc(SCc2ccccn2)c2c(=O)n(C)c(=O)n(C)c2n1	4	0	0.1	-13	-3	-34	-9	-2	-1	16
CC(C(=O)NCC1CCCCC1)N(C)Cc1cccc(Cl)c1 (stereo unspecified)	11	32	-1.3	-9	8	5	2	7	0	28
C=CCc1cccc2cc(NC(C)=O)c(=O)oc12	13	5	-21	-4	1	4	3	-3	5	58
CCOc1ccc(S(=O)(=O)Nc2nc3cc(OC)ccc3s2)cc1	-1	-7	-0.3	12	-9	32	-3	-2	2	17
C=CCNC(=O)NC(=O)COC(=O)/C(C#N)=C/c1cc(C)n(CC(C)C)c1C	-19	9	0.1	9	11	0	2	4	0	14
O=C(NCC1CCCO1)c1cccc(S(=O)(=O)N(Cc2ccccc2)c2ccccc2)c1 (stereo unspecified)	/	11	-1.0	2	1	-3	-8	/	/	4
Cc1ccc(S(=O)(=O)c2n[nH]n3c2nc(=O)c2ccccc23)cc1	4	-14	-0.6	2	-8	4	13	-1	-4	28
O=C(NC1CCCC1)c1cc(-c2cccs2)on1	-156	-343	32*	9	8	30	-5	1	-8	7

Later entries.
SMILES	KLF5 inhibitor	aSyn UTR inh	HIF activator	HSF1 inhib	Platelet DG rel	HSF-1 act	SKKanGAS inh	HSP90 refold inh	IEC-6 cytotox	AI-2 QS mod
CC(C)(C)c1ccc(C(=O)O/N=C(\N)c2ccccc2)cc1	71*	53	-56	-93*	?	-95	-6	69*	-1	-43
CC(C)N(CCn1cnc2c([nH]c3ccccc32)c1=O)C(C)C	7	-4	-0.1	-4	6	-4	-4	0	-3	35
Cc1ccc(CC2CC(=O)N(c3ncccn3)C2=O)cc1 (stereo unspecified)	-15	-41	0.3	-4	10	-5	-1	2	-5	18
COC(=O)c1ccc(NC(=O)CN2C(=O)CC(C)S(=O)(=O)c3ccccc32)cc1 (stereo unspecified)	-20	5	-0.6	-3	-3	4	0	-2	-2	6
C/C(=N\NC(=O)CNC(=O)c1ccco1)c1ccc(Br)cc1	-8	-22	-0.5	11	-20	48	-15	3	-7	5
CCc1cccc(NC(=O)Cn2cc(C=O)c3ccccc32)c1	-23	9	0.4	-3	2	-16	0	-6	2	-3
O=C(NN1CCOCC1)c1cc(-c2cccs2)nc2ccccc12	-12	3	-0.5	8	1	21	2	3	1	20
COc1ccc(-c2nnc(SCc3nnc(-c4ccccc4)o3)n2-c2ccccc2)cc1	-17	11	-0.4	-10	5	-19	0	1	-9	3
CC1(C)OC(c2ccccc2)=C/C(=C/C=N/NC(=O)c2ccncc2)O1	-17	22	1.4	3	-10	-5	-3	-1	1	42
O=C(NN1CC(=O)N(c2cc(Cl)cc(Cl)c2)CC1=O)c1cccs1	-19	7	0.0	-5	-14	-5	-1	-6	-5	12
CC1CCN(C(=O)c2[nH]cnc2C(=O)NCC(=O)OC(C)(C)C)CC1	-9	-17	1.5	2	-5	-8	-1	-5	1	13
CCCCn1c(SCC(=O)Nc2sc3c(c2C(N)=O)CCC3)nnc1-c1ccccc1	-21	9	-0.3	3	-6	-1	8	-1	-2	0
O=C(O)c1c(N2CCCCC2)ccc([N+](=O)[O-])c1N1CCCCC1	-5	3	0.3	-3	1	-10	1	2	3	12
CCOC(=O)Nc1c2ccccc2nc2ccccc12	-22	2	0.2	7	3	16	3	1	2	22
Cc1ccc(S(=O)(=O)N[C@@H](Cc2ccccc2)C(=O)N2CCC[C@@H]2C(=O)O)cc1	-15	-9	0.5	-1	-2	-1	3	-4	1	32
CCCCCCC#Cc1ccc2c(c1)COc1c3ccccc3nn1-2	/	-141	1.3	-9	0	9	-1	/	/	8
N#C/C(=C\c1cccc(OCC(=O)O)c1)c1nc2ccccc2[nH]1	17	1	0.8	1	3	-7	-2	-1	10	7
COc1ccc2nc(Cl)c(/C=N/Nc3ccccn3)cc2c1	-20	-88	3.8	-1	-2	30	1	0	-3	31
O=C(NC1CCCCCCC1)NC1CCCCC1	-83	-127	3.7	2	0	22	6	-4	3	12
Cc1ccc(NNC(=O)c2cccs2)cc1Cl	3	1	0.2	26	-2	69*	-5	2	-2	-3
O=C(N=Nc1c(O)[nH]c2ccccc12)c1cc(-c2ccc(F)cc2)n[nH]1	-4	-17	-0.3	0	0	1	16	-1	6	20
O=C(COc1ccccc1)N(Cc1cccs1)C1CCS(=O)(=O)C1 (stereo unspecified)	2	1	0.0	-5	-4	7	2	2	2	9
CCCCc1ccc(NC(=O)COCC)cc1	-47	-54	1.8	3	-2	16	-4	2	-6	1
Cc1ccc2c(c1)c(N=NC(N)=O)c(O)n2C	-18	11	-0.3	0	1	10	-7	-4	5	13
COc1ccc(CNC(=O)C(C)OC(=O)CN2C(=O)COc3ccccc32)cc1 (stereo unspecified)	-23	17	-0.1	1	2	-1	1	-5	-6	20

The list continues:
SMILES	KLF5 inhibitor	aSyn UTR inh	HIF activator	HSF1 inhib	Platelet DG rel	HSF-1 act	SKKanGAS inh	HSP90 refold inh	IEC-6 cytotox	AI-2 QS mod
CCOc1ccc(C(=O)Oc2ccc(NC(C)=O)cc2)cc1	-3	80*	-0.8	-13	10	-16	21	-4	-2	8
CCCOc1ccc(N2C(=O)CC(N(CCc3ccccc3)C(=O)c3ccccc3)C2=O)cc1 (stereo unspecified)	2	17	-0.1	5	7	1	-1	3	8	13
Cc1ccc(S(=O)(=O)N(C)CC(=O)Nc2cc(C)ccn2)cc1	/	-11	2.5	-22	-1	-17	-5	/	/	21
CC(=O)Nc1ccc(S(=O)(=O)Nc2ccc(Cc3ccncc3)cc2)cc1	-50	-13	0.5	-11	-6	-11	-2	0	6	3
O=C(CCNS(=O)(=O)c1ccccc1)OCc1nc2ccsc2c(=O)[nH]1	/	4	0.4	-2	0	-8	-2	/	/	19
Cc1cc2nc(/N=C(\N)NC(=O)C(C)C)nc(C)c2cc1C	-7	29	-0.3	4	2	5	53*	2	9	21
O=C(O)CCCn1cc(NC(=O)COc2cccc(Cl)c2)cn1	-1	1	-0.3	-3	2	-5	1	1	0	8
CC1CC(=O)N(Cc2ccccc2)c2ccccc2N1C=O (stereo unspecified)	-27	3	-0.1	-7	-2	-3	5	2	3	29
O=C(Nc1ccc(Cl)cc1)C1CC=CCC1C(=O)OCC(F)(F)C(F)F (stereo unspecified)	-1	4	-0.9	6	8	-8	0	3	-6	18
CCOC(=O)c1sc2ncn(/N=C/N(C)C)c(=O)c2c1C	-17	-7	0.0	-1	-3	0	-1	0	-3	21
O=C(Nc1cc(C(F)(F)F)ccc1-n1cncn1)c1ccc(Br)cc1	1	7	-0.3	-4	-1	5	2	0	-4	13
COc1cccc(OC)c1C(=O)Nc1sc2c(c1C#N)CCC2	-14	7	-0.1	5	-3	0	9	-2	-3	18
CC(OC(=O)c1ccc(NS(=O)(=O)c2cccs2)cc1)C(=O)N(C)C1CCCCC1 (stereo unspecified)	-18	-2	0.0	-6	9	11	0	4	3	24
CC(C)C1(C)C(=O)N=C2c3ccccc3C(=O)N21 (stereo unspecified)	17	-6	-0.1	-4	-11	-6	-9	-1	-3	-5
O=C(NCCCNCc1ccccc1)c1ccncc1	-15	15	-0.1	/	0	/	-12	-3	4	17
CCCCCCc1cc2cc(S(=O)(=O)c3ccc(F)cc3)c(=O)oc2cc1O	-1	7	-0.1	4	-1	14	12	-3	-7	20
COc1cc(CN=Cc2c(O)n(Cc3ccccc3)c(=S)[nH]c2=O)cc(OC)c1	15	-1	0.7	-2	7	-2	1	0	2	27
CCOC(=O)C1CCN(C(=O)CCC(=O)NCCc2ccc(Cl)cc2)CC1	-21	9	2.3	-1	6	-7	-5	3	3	12
CCS(=O)(=O)c1ccc2oc(Nc3cc(C)cc(C)c3)nc2c1	-24	38	-0.4	5	13	-1	-14	4	11	/
CCn1c(O)c(C=C2N=c3ccccc3=N2)sc1=S	5	-25	1.4	-1	-4	-13	-4	-2	-10	79

Screening data from PubChem.
